CCT modulator – cytosolic chaperonin activity modulation. purified chaperonin ATPase assay, HTRF ADP detection, 30 min. activity change, % (test concentration not listed), hits read low. actives 0.3% (n = 360,000). AID 651819; in the data active means activity change below about -30%; further: on the % scale 0 is the no-effect control and ±100 the full control effect
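TRiC at 40 or 20 nM final (batch-dependent) in 30 mM Tris pH 7.4, 100 mM KCl, 5 mM MgCl2, 1 mM DTT, with compound at single 76 uM and 10 uM ATP, 30 min at 37 deg C. ADP detected by HTRF Transcreener, 665/615 ratio.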
WRN helicase inh – blocks human WRN helicase. Q14191. WRN helicase unwinding, fluorescent forked duplex, kinetic. Potency, µM (doses to about 114 µM), inactives show top-dose activity change, negative = inhibition, hits mostly inhibitors. actives 0.46% (n = 360,000); further: potency means the concentration at half of the fitted maximal effect; on the % scale 0 is the no-effect control and ±100 the full control effect; nearly all actives have a fitted effect of over 55% in size
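Kinetic fluorescence helicase assay: unwinding of a quenched forked DNA duplex (100 nM final) with 2 mM ATP final raises red fluorescence (525/598 nm). Compounds sat 15 min at room temperature with 20 nM WRN beforehand.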
PLK1 PBD block – inhibitors of human PLK1 polo-box domain binding; P53350; Plk1 PBD binding of FITC phosphopeptide, fluorescence polarization; Potency, µM, for inactives: max response, negative = inhibition, hits mostly inhibitors; actives 2.8% (n = 360,000); AID 720504; further: potency means the concentration at half of the fitted maximal effect; series mostly up to about 57 µM; on the % scale 0 is the no-effect control and ±100 the full control effect; nearly all actives have a fitted effect of over 65% in size
PI5P4K alpha inh – blocks human PI5P4K alpha kinase activity; P48426; PI5P4Kalpha enzyme, ADP-Glo luminescence, 60 min; hits give low values; max response, %; actives 1.2% (n = 330,000); AID 652105; active means max response of -50% or lower; inconclusive means between -30% and -50%; inactive means -30% or higher; further: value at the top dose of about 77 µM; on the % scale 0 is the no-effect control and ±100 the full control effect
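PI5P4Kalpha ADP-Glo assay; 5 microM ATP final; 60 min RT reaction; HEPES pH 7.4/EGTA/CHAPS, 5% DMSO; controls lacking substrate or enzyme; luminescent end-point.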
EPAC1 antag – blocks human EPAC1 exchange factor. actives 0.14% (n = 360,000). O95398. Potency, µM (titrated, usually from 115 µM), without a hit: top-dose activity change, negative = inhibition, actives largely listed as inhibitors. EPAC1 GEF assay, Rap1b-BODIPY-GDP exchange fluorescence;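 further: potency means the concentration at half of the fitted maximal effect; plate controls were vehicle for no effect and positive control for full effect; nearly all actives have a fitted effect of over 50% in size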
Target sequence (O95398 whole entry, looked up): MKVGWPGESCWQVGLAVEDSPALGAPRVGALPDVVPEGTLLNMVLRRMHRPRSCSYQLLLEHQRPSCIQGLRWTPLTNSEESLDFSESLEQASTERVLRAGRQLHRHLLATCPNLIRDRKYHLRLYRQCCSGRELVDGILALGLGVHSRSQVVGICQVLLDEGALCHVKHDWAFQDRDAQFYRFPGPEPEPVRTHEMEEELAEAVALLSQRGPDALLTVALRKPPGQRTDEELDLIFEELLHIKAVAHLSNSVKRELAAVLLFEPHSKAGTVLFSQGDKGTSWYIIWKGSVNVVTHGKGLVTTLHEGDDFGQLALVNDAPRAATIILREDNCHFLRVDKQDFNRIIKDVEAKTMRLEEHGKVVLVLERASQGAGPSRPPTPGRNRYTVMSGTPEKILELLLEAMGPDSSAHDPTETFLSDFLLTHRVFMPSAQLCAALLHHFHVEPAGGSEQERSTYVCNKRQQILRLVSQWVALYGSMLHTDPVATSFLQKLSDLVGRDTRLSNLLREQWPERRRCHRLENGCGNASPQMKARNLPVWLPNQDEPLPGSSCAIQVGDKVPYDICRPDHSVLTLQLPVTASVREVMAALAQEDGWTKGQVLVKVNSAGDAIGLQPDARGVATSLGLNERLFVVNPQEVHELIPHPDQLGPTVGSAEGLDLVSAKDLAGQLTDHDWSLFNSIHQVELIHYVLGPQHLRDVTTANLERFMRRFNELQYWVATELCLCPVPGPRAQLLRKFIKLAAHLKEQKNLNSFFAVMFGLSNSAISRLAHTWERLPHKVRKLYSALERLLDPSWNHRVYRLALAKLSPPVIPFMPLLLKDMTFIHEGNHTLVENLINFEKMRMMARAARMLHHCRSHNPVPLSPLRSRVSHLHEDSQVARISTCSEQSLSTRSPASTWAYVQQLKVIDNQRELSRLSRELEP
EPAC2 ag – EPAC2 (human) agonism | Q8WZA2 | EPAC2 activation, biochemical qHTS; response scale: 100% = 6.5 mM cAMP response | Potency, µM (doses to about 154 µM), without a hit: at the highest dose activation, hits mostly activators | actives 0.079% (n = 360,000); further: potency means the concentration at half of the fitted maximal effect; nearly all actives have a fitted effect of over 50% in size
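Setup: EPAC2 100 nM, labeled Rap1B complex 250 nM, free GDP 50 uM. Compound titrations pinned in, brief spin, 5 min room temperature incubation. Kinetic fluorescence read over 30 min, normalized to 6.5 mM cAMP.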
EPAC1 ag – agonists of human EPAC1. O95398. EPAC1 agonist qHTS, biochemical assay; response scale: 100% = response to 6.5 mM cAMP. Potency, µM (series often up to 154 µM), for the others: at the top dose activation, usual class: activators. actives 0.073% (n = 360,000); further: potency means the concentration at half of the fitted maximal effect; nearly all actives have a fitted effect of over 60% in size
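EPAC1 100 nM, Rap1B–BODIPY-GDP 250 nM, unlabeled GDP 50 uM; compound titration; 5 min RT; kinetic read ex480/em540 at 5-min intervals ×30 min; data normalized to 6.5 mM cAMP agonist control.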
IL-2 act – IL-2 activation | AID 652025 | IL-2 activation reporter assay, cell-based qHTS; stimulated with anti-CD3/CD4/CD28 beads; in transgenic mouse T cells | activation, % (series mostly up to about 46 µM) | actives 0.065% (n = 360,000); in the data active means activation above about 50%; inconclusive means mostly about 30% to 49%; further: 0% is about no effect
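First, unstimulated transgenic mouse T cells were exposed to compound for 60 min. Next, anti-CD3/anti-CD4-coated beads with anti-CD28 were added. Finally, after 18 h at 37 degrees C, EGFP and DsRed were imaged.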
* marks the source's active call; other numbers are inactive results; ? = inconclusive; · = no result given; [ ] = remark or other dose. Unless noted, the call rests on the fitted dose curve; in most records, active means well fitted curve in the direction sought with a large enough effect; inconclusive means small, poorly fitted or top-dose-only effect, or another doubt; inactive means no such curve, though single readings can be large; an effect the other way counts as inactive or inconclusive. This is a subset (hit frequency here may not be typical).

The first two records, ahead of the listing:
No.	Structure	CCT modulator	WRN helicase inh	PLK1 PBD block	PI5P4K alpha inh	EPAC1 antag	EPAC2 ag	EPAC1 ag	IL-2 act
1	CC1CCN(c2c(NCc3ccc(C(=O)N4CCc5ccccc54)cc3)c(=O)c2=O)CC1	-1.3	-10%	-4%	-8	-9%	6%	-14%	-3.8
2	CCNc1nc(NCC)nc(N/N=C/c2ccc(O)c(O)c2)n1	-3.1	-2%	-2%	-1	-15%	-7%	-1%	0.0

Main list, repeating the preview:
No.	Structure	CCT modulator	WRN helicase inh	PLK1 PBD block	PI5P4K alpha inh	EPAC1 antag	EPAC2 ag	EPAC1 ag	IL-2 act
1	CC1CCN(c2c(NCc3ccc(C(=O)N4CCc5ccccc54)cc3)c(=O)c2=O)CC1	-1.3	-10%	-4%	-8	-9%	6%	-14%	-3.8
2	CCNc1nc(NCC)nc(N/N=C/c2ccc(O)c(O)c2)n1	-3.1	-2%	-2%	-1	-15%	-7%	-1%	0.0
3	CC(=O)Nc1ccc(C(=O)Nc2cccc(S(=O)(=O)N(C)c3ccccc3)c2)cc1	1.6	-2%	-10%	-1	2%	?	10%	-0.3
4	COc1cccc(-c2cc(C(=O)NCc3ccc(Cl)cc3)no2)c1	-1.6	0%	1%	·	-9%	12%	-3%	-1.2
5	CCc1cc2c(=O)c(-c3cnn(-c4ccccc4)c3)c(C)oc2c(CN2CCCCC2)c1O	0.7	-4%	-6%	·	0%	9%	1%	2.7
6	CC(=O)Nc1cccc2c1C(=O)N(c1ccccc1C)C2=O	1.1	5%	-9%	-1	-5%	2%	-1%	2.0
7	O=C(CN(C1CCCCC1)S(=O)(=O)c1ccc(Br)cc1)NCc1cccnc1	-0.7	0%	-21%	-2	3%	-11%	-1%	-0.7
8	Cc1ccc(NC(=O)N2CCCC2c2cccs2)cc1 (stereo not given)	0.5	1%	-3%	10	1%	14%	6%	0.8

Continuation.
No.	Structure	CCT modulator	WRN helicase inh	PLK1 PBD block	PI5P4K alpha inh	EPAC1 antag	EPAC2 ag	EPAC1 ag	IL-2 act
9	Cc1ccc(NC(=O)c2cc(S(=O)(=O)N3CCCCC3)ccc2N2CCOCC2)cc1	0.8	10%	3%	2	-3%	-3%	6%	-2.6
10	O=C(CCc1nnc2n(Cc3ccccc3)c(=O)c3ccccc3n12)NCCCN1CCCCC1	0.1	6%	0%	-3	-12%	9%	-11%	-2.4
11	CCOC(=O)c1ccc(NC(=S)NNC(=O)c2cc(-c3cccnc3)nc3ccccc23)cc1	-1.2	-6%	-27%	-17	4%	0%	-10%	-0.6
12	NC(=O)CC(CC(=O)OCc1ccccc1)c1ccccc1 (stereo not given)	-1.5	9%	-9%	-9	-15%	3%	-2%	0.5
13	Nc1nc(=S)n(-c2ccccc2)[nH]1	4.4	-9%	24µM*	5	8%	-8%	-2%	-0.4
14	O=c1c2ccccc2nnn1COc1cccc(Cl)c1	-1.6	3%	-10%	0	-3%	10%	-1%	-2.6
15	COc1ccc(C(=O)NCc2nnc(SCC(=O)NCCc3ccccc3)o2)cc1	-6.4	14%	?	-5	2%	6%	-9%	1.4
16	COc1cc(NC(=O)c2nn(C)c3c2CS(=O)(=O)c2ccccc2-3)cc(OC)c1	0.1	-3%	7%	0	-8%	1%	9%	1.4

The listing continues:
No.	Structure	CCT modulator	WRN helicase inh	PLK1 PBD block	PI5P4K alpha inh	EPAC1 antag	EPAC2 ag	EPAC1 ag	IL-2 act
17	Cn1cncc1C#Cc1ccc2cc(CCCO)oc(=O)c2c1	-0.2	-2%	-7%	2	7%	2%	5%	1.1
18	Cc1cc(C(=O)NCc2cc(F)cc3c2OCOC3)nn1C	0.4	-1%	1%	3	1%	-9%	-2%	-1.0
19	CCOc1ccc(N2C(=O)CC(N3CCN(C(=O)CN4CCCC4)CC3)C2=O)cc1 (stereo not given)	0.6	5%[57.1 µM]	-1%	·	3%	7%	-1%	0.6
20	Cc1ccc(SCC(=O)OCC(=O)N(C)CC(=O)Nc2ccc(F)cc2)cc1C	1.0	-13%	-3%	27	-26%	4%	126µM*	1.3
21	Cn1cccc1CC(=O)NNC(=S)Nc1ccccc1Cl	-0.2	-6%	-20%	-1	12%	8%	6%	-3.5
22	CCC(=O)N1c2ccc(S(=O)(=O)CCC(=O)N3CCN(c4ccccc4F)CC3)cc2CC1C (stereo not given)	-1.4	9%	-7%	-6	3%	16%	-16%	-2.7
23	CCc1ccc(-c2nnn(CCC#N)n2)cc1	-0.7	4%	-8%	2	-8%	6%	4%	1.8
24	C[C@H](CO)N1C[C@H](C)[C@@H](CN(C)CC2CCOCC2)Oc2ncc(Br)cc2C1=O	-1.2	-6%	-10%	-1	3%	14%	-4%	-0.4

Next section.
No.	Structure	CCT modulator	WRN helicase inh	PLK1 PBD block	PI5P4K alpha inh	EPAC1 antag	EPAC2 ag	EPAC1 ag	IL-2 act
25	COc1ccccc1Cc1c(C2CCCCC2)nc2cc(C)c(Br)c(C)n12	-0.6	1%	-3%	19	1%	15%	-1%	1.4
26	O=C(Cc1c(F)cccc1Cl)N/N=C/c1cccs1	-0.4	6%	-7%	0	-2%	4%	0%	-0.3
27	O=C(Nc1cccnc1)/C(N=Nc1ccc(Cl)c(C(F)(F)F)c1)=C(\O)c1ccccc1	1.2	-8%[57.1 µM]	2%	-1	21%	-17%	8%	-1.1
28	C/[N+]([O-])=C/c1c(OCc2ccc(Cl)cc2Cl)ccc2ccccc12	-4.7	8%	-9%	0	-9%	-12%	-10%	28
29	COCCNC(=O)CN(CCc1ccccc1)S(=O)(=O)c1ccc(OC)cc1	-0.4	14%	-2%	-1	-1%	2%	-6%	3.0
30	CCOC(=O)CSC1=C(C#N)C(=O)NC(c2ccc(OC)c(OC)c2)S1 (stereo not given)	-2.0	-12%	12µM*	-72*	2%	8%	4%	0.0
31	O=C(COC(=O)c1cc(S(=O)(=O)N2CCOCC2)ccc1O)NCCc1ccccc1	-2.3	-6%	-2%	-7	-6%	1%	5%	-0.4
32	CNc1ncc(C(=O)c2ccc(Cl)cc2)s1	-2.5	-7%	-12%	-1	1%	9%	10%	1.6

Next records.
No.	Structure	CCT modulator	WRN helicase inh	PLK1 PBD block	PI5P4K alpha inh	EPAC1 antag	EPAC2 ag	EPAC1 ag	IL-2 act
33	CCOC(=O)C1CCCN(Cc2c(C(=O)N3CCOCC3)nc3ccccn23)C1 (stereo not given)	-1.7	-5%	-14%	5	?	1%	0%	-0.8
34	O=C(Nc1cc(Cl)ccc1Oc1ccccc1)c1ccccc1F	-1.4	1%	-4%	14	6%	15%	2%	-2.5
35	Cc1nc2ccc(C(=O)NCCCn3ccnc3)cn2c1N(C)CC1CCCCC1	-2.0	-1%	-4%	-1	8%	4%	-14%	-0.6
36	O=S(=O)(Cc1ccccc1)Nc1ccccc1	-0.3	-8%	1%	0	11%	11%	5%	0.2
37	COc1cc(C=CC(=O)c2cc(OC)c(OC)c(OC)c2)cc(OC)c1OC	-3.4	-8%	-1%	-4	-16%	3%	-2%	-0.5
38	Cc1ccc(F)cc1NC(=O)CSc1nc(Nc2ccccc2)nc(N2CCOCC2)n1	1.7	-10%	1%	0	3%	-10%	5%	0.0
39	CC(C)(C)OC(=O)C[C@H]1C/C=C\C[C@@H](CC(=O)N(CCO)Cc2ccccc2)C(=O)N[C@@H](Cc2ccccc2)COC1=O	-3.2	6%	0%	1	-3%	2%	1%	-0.1
40	Cc1ccc(S(=O)(=O)N2CCCC2C(=O)Nc2nccs2)cc1 (stereo not given)	-4.8	-1%	-5%	-6	-18%	12%	2%	0.1

(further entries)
No.	Structure	CCT modulator	WRN helicase inh	PLK1 PBD block	PI5P4K alpha inh	EPAC1 antag	EPAC2 ag	EPAC1 ag	IL-2 act
41	Cc1nc(C)c(C(=O)O)s1	-3.1	-17%	-16%	0	-5%	9%	-4%	-1.1
42	CN(C)c1ccc(C(=O)N2CCN(c3cc(C(F)(F)F)nc4ccccc34)CC2)cc1	-1.0	-12%	4%	5	-3%	8%	-2%	-6.5
43	Cc1nc(COc2ccc(C(=O)NCc3ccccc3CN3CCCCC3)cc2)cs1	0.5	-2%	-1%	-4	-7%	5%	5%	3.9
44	Cc1cccc(-c2noc(CN(C)C(=O)COc3ccccc3)n2)c1	0.9	5%	-1%	5	-26%	15%	-9%	-3.2
45	O=C(COC(=O)c1ccccc1Oc1ccccc1)NC1CCS(=O)(=O)C1 (stereo not given)	-2.0	-1%	0%	1	-17%	3%	0%	-0.6
46	O=[N+]([O-])c1ccccc1NC(=S)N/N=C/c1ccc(O)c(O)c1	-1.8	11µM*	12µM*	-63*	-27%	10%	3%	-3.5
47	COc1cc(N=CC2=C(O)c3ccccc3C2=O)cc(OC)c1	-0.9	-14%	-19%	4	-22%	-3%	-3%	2.1
48	Nc1nc(NC(=O)c2ccco2)nn1-c1ccccc1	-2.3	-5%	-7%	·	10%	-1%	13%	-0.1

Further entries.
No.	Structure	CCT modulator	WRN helicase inh	PLK1 PBD block	PI5P4K alpha inh	EPAC1 antag	EPAC2 ag	EPAC1 ag	IL-2 act
49	CN(Cc1nc(Cc2ccccc2F)no1)Cc1cccc2ncccc12	-0.1	-2%[57.1 µM]	4%	0	-2%	2%	1%	-4.6
50	CCN1CCS/C1=C/C=C/C1=[N+](CC)CCS1	1.6	1%	-2%	3	-11%	9%	13%	-3.2
51	O=C(NCCCC1CCCC1)C1CCC(=O)N(Cc2ccccc2F)C1 (stereo not given)	-2.9	-25%	4%	-1	-9%	-14%	-5%	-4.4
52	CCn1c(=O)n(CC)c2cc(NC(=O)c3ccccc3Cl)ccc21	-3.2	0%	-6%	1	-7%	-1%	4%	-0.1
53	Cc1cc(C)cc(C(=O)N2CC(C)OC(C)C2)c1 (stereo not given)	0.2	0%	-9%	0	10%	2%	9%	-1.9
54	Cc1c(Br)c(C(F)(F)F)nn1CC(=O)N1CCCC1	-4.1	-2%[57.1 µM]	-7%	·	5%	10%	5%	-0.7
55	Cc1ccc(NC(=O)C(C)OC(=O)C2CC3CCCC(C2)C3=O)cc1S(=O)(=O)N1CCOCC1 (stereo not given)	-1.4	-15%	-4%	?	-11%	0%	8%	-4.2
56	CC1CCN(C(=O)c2ccccc2SCC(=O)NCC2CCCCC2)CC1	-2.6	-3%	-28%	-7	-20%	17%	-9%	-4.7
57	CC1=CCn2c(=O)c3ccccc3c(=O)n2C1	0.7	-7%	-13%	0	7%	0%	-4%	-2.5
58	FC(F)(F)c1ccc(CN2C[C@@H]3C(c4ccc(C(F)(F)F)cc4)C4(c5cccnc5)CC3(C4)[C@H]2c2ccccc2)cc1 (stereo not given in full)	0.5	-4%	-3%	-3	-9%	-1%	-15%	-0.5
59	Cc1ccc([N+](=O)[O-])cc1NC(=S)NCCc1ccccc1	1.0	-6%	-23%	10	?	7%	6%	1.6

Screening data (PubChem BioAssay)
